TEAD-YAP block: TEAD-YAP interaction inhibition; inhibition, % at 9.12 µM; 640,000 compounds, 1.4% hits; HEK-TIYL cells, TEAD-Gal4/YAP UAS-luciferase luminescence; in the data active = inhibition above about 32%;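 also: 0% = median of test compound wells and 100% = reference inhibitor wells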
GPR151 ag: activators of human GPR151; Q8TDV0; PathHunter beta-arrestin GPR151 cells, luminescence; activation, % at 11.2 µM; 650,000 compounds, 1% hits; AID 1508602; in the data active = activation above about 4.9%;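 also: 0% = median of compound wells and 100% = cells with positive control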
FBW7 act: human FBW7 E3 ligase activation, primary screen; AlphaScreen FBW7–phospho-cyclin E peptide binding, activator screen; normalized activity (activation), % at 26.1 µM; 650,000 compounds, 0.13% hits; AID 1259310; in the data active = normalized activity above about 1.9%;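 also: purified mutant Fbw7 with reduced substrate affinity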
Target sequence (Q969H0 whole entry, looked up): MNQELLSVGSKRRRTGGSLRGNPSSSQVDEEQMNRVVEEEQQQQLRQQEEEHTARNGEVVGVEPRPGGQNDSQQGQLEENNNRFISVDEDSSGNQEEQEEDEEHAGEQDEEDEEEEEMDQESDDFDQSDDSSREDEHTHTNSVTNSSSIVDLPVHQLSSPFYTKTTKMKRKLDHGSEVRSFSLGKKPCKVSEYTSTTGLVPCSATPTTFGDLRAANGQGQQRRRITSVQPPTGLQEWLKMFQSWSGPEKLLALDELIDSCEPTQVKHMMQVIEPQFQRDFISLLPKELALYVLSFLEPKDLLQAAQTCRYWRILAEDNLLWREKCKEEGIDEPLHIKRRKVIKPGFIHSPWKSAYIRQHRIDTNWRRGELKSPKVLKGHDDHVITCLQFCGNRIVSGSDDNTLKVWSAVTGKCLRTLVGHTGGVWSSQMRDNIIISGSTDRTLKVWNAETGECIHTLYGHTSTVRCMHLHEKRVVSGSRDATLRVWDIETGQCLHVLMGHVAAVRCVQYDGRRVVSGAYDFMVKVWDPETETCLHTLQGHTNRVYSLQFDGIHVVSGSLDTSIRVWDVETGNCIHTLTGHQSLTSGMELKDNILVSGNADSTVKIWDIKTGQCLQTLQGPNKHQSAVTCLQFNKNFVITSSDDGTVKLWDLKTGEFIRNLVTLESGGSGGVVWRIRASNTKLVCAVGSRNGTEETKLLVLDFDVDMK
MITF inh: blocks human microphthalmia-associated transcription factor; O75030; AlphaScreen MITF homodimerization, bead proximity signal; inhibition, % at 2.6 µM; 650,000 compounds, 0.91% hits; in the data active = inhibition above about 50%;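 also: 0% = vehicle wells with protein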
Active calls of the source: *; / = no result given.

SMILES	TEAD-YAP block	GPR151 ag	FBW7 act	MITF inh
CCc1cc2c(cc3c(=O)n(CC(=O)NCCCN4CC(C)CC(C)C4)ncn32)s1 (stereo not drawn)	0	-0.3	0.0	-2
COC(=O)c1cccc(NS(=O)(=O)c2ccc(C)c([N+](=O)[O-])c2)c1C	7	1.0	0.0	9
Cc1ccc(-n2cc(-c3ccccc3)c3c(N4CCCC(C)C4)ncnc32)cc1Cl (stereo not drawn)	-2	0.8	-0.1	-2
O=C(Oc1coc(CSc2nnc(NC(=O)C3CC3)s2)cc1=O)c1ccccc1	13	1.6	0.1	12
CN(CC1CCCCO1)C(=O)CCC1(Cc2ccc3ccccc3c2)CCC(=O)N1 (stereo not drawn)	-3	-0.6	-0.1	-8
Cc1cc(C)c(NC(=O)CCCN2C(=O)c3ccccc3C2=O)c(Cl)c1	-1	-2.7	0.6	19
Cc1nn(-c2ccccc2)c2c1C(=O)CC(C)(C)C2SC#N (stereo not drawn)	-4	-1.1	0.1	12
FC(F)(F)c1ccc(/C=N/n2c(-c3ccncc3)n[nH]c2=S)cc1	-1	-0.9	0.1	-4
COCCn1c(SCC(=O)Nc2cc(C)on2)nnc1-c1cccs1	-7	-1.1	-0.2	21
COc1ccc(OC(C)C(=O)Nc2ccc3c(c2)OCCO3)cc1 (stereo not drawn)	8	1.7	-0.2	1
Cc1cc(NC(=O)CCCn2nc(C)c([N+](=O)[O-])c2C)no1	1	0.4	0.2	20
CCc1cccc(C)c1NC1CS(=O)(=O)CC1O (stereo not drawn)	4	0.0	-0.4	8
CCC1CCCCN1S(=O)(=O)c1ccc(S(=O)(=O)NC2CC3CCC2C3)cc1 (stereo not drawn)	-1	-0.2	0.6	-2
Cc1ccc(C(C)CCN2CCc3nnc(CNC(=O)c4ccccn4)n3CC2)o1 (stereo not drawn)	6	-0.7	0.2	13
Cc1c(NC(=O)c2ccccc2I)cccc1[N+](=O)[O-]	-7	-0.5	0.0	3
Cc1ccccc1C(=O)NNC(=O)C(F)(F)F	3	-0.5	0.4	18
CCOC(CCn1c(SCC(=O)NCCC2=CCCCC2)nc2ccccc2c1=O)OCC	1	0.3	0.0	-16
COc1ccc(N(CC(=O)O)S(=O)(=O)c2c(C)nn(C)c2C)cc1	7	-0.2	0.2	6
Cc1cc(C)cc(-n2c(C)nc3cc(C(=O)O)ccc32)c1	-6	0.1	0.1	-2
COc1ccc(-n2ncc(C(=O)N3CC=C(c4ccccc4)CC3)c2-n2cccc2)cc1	-7	1.9	-0.1	-2

Some of the entries so far, with bars between the fields.
SMILES | TEAD-YAP block | GPR151 ag | FBW7 act | MITF inh
O=C(Oc1coc(CSc2nnc(NC(=O)C3CC3)s2)cc1=O)c1ccccc1 | 13 | 1.6 | 0.1 | 12
CN(CC1CCCCO1)C(=O)CCC1(Cc2ccc3ccccc3c2)CCC(=O)N1 (stereo not drawn) | -3 | -0.6 | -0.1 | -8

Next section.
SMILES	TEAD-YAP block	GPR151 ag	FBW7 act	MITF inh
NC(=O)COC(=O)C1=NN(c2ccccc2)C(=O)CC1	-6	0.9	-0.1	7
O=C(O)C1CCCCC1C(=O)Nc1ccc([N+](=O)[O-])cc1 (stereo not drawn)	-5	-1.9	-0.1	-4
CCCCCC(=O)NC(NC(=S)NC1CCS(=O)(=O)C1)C(Cl)(Cl)Cl (stereo not drawn)	-4	-0.2	0.0	2
Cc1cccc(-n2c(Cc3cccn3C)nnc2SCC(N)=O)c1C	8	3.2	-0.1	-1
Cc1cc(C(=O)OCN2C(=O)c3ccccc3C2=O)c2ccccc2n1	9	1.4	0.1	10
O=C(Nc1nnc(-c2ccc(Cl)cc2)o1)c1ccccc1F	-4	0.7	-0.1	10
Cc1ccccc1NC(=O)CC(C)CC(=O)O (stereo not drawn)	-2	1.2	0.1	9
Cn1c(=NC(=O)c2ccc(S(=O)(=O)N3CCCc4ccccc43)cc2)sc2cc(Cl)ccc21	-6	0.3	0.0	-2
COc1ccc2nc(Nc3ccc4nc(C)sc4c3)sc2c1	-23	-0.6	-0.1	8
CC(=O)Nc1ccc(/C(C)=N/NC(=O)CN2CCCCC2)cc1	-9	-0.7	1.6	-15
CC(O)c1ccc(Nc2nccc(-c3ccc(NS(C)(=O)=O)cc3)n2)cc1 (stereo not drawn)	17	1.8	0.1	14
c1nc(NCCN2CCOCC2)cc(NC2CC2)n1	-1	-0.3	-0.2	-3
Cn1c(=O)c2c(nc(Oc3ccc4c(c3)OCO4)n2Cc2ccc(Cl)cc2Cl)n(C)c1=O	3	-0.3	0.2	11
CN1C(=O)[C@H]2CN(C(=O)c3cc(F)ccc3F)CCN2C(=O)[C@@H]1CO	2	2.4	0.3	15
O=C1c2cccc3c([N+](=O)[O-])c(O)cc(c23)C(=O)N1Nc1ccccc1	4	-0.8	-0.3	-4
CNC(=O)CSc1nc(-c2ccc(F)cc2)cs1	-25	-2.9	0.7	9
CCOc1cc(/C=C2\N=C(c3ccccc3Cl)OC2=O)cc(Br)c1OC(C)=O	9	-0.7	0.1	7
CCOC(=O)c1c(C)n(C)c2ccc(OC(=O)Nc3cccc([N+](=O)[O-])c3)cc12	-11	-2.1	0.0	18
Cc1ccc(CN(Cc2ccco2)C(=S)NCC(=O)NCc2cccnc2)cc1	6	-1.3	-0.2	6
O=C(O)c1cccc(-n2c(/C=C\c3ccc(F)c(F)c3)nc3ccccc3c2=O)c1	-7	2.1	0.1	-4

Another view of 5 compounds above.
molecule | TEAD-YAP block | GPR151 ag | FBW7 act | MITF inh
COc1ccc(-n2ncc(C(=O)N3CC=C(c4ccccc4)CC3)c2-n2cccc2)cc1 | -7 | 1.9 | -0.1 | -2
NC(=O)COC(=O)C1=NN(c2ccccc2)C(=O)CC1 | -6 | 0.9 | -0.1 | 7
O=C(O)C1CCCCC1C(=O)Nc1ccc([N+](=O)[O-])cc1 (stereo not drawn) | -5 | -1.9 | -0.1 | -4
CCCCCC(=O)NC(NC(=S)NC1CCS(=O)(=O)C1)C(Cl)(Cl)Cl (stereo not drawn) | -4 | -0.2 | 0.0 | 2
Cc1cccc(-n2c(Cc3cccn3C)nnc2SCC(N)=O)c1C | 8 | 3.2 | -0.1 | -1

Next part
SMILES	TEAD-YAP block	GPR151 ag	FBW7 act	MITF inh
CCN1CCN(C(CC(C)C)c2nnnn2Cc2ccccc2)CC1 (stereo not drawn)	8	0.7	0.1	1
O=C1NCCN1c1ncc([N+](=O)[O-])s1	/	-1.6	0.1	-6
CCOc1ccccc1CN1CCN(Cc2cccc3c2OCO3)CC1CCO (stereo not drawn)	-10	-1.7	-0.2	-20
Cc1cc(NC(=O)COc2ccc([N+](=O)[O-])cc2)c(C)cc1I	3	0.1	-0.1	-6
COC(=O)c1ccc(NC(=O)c2sc3nc4n(c(=O)c3c2C)CCCC4)cc1	-13	-0.5	0.2	-4
O=C1OC(c2ccccc2Cl)=N/C1=C\c1ccccc1[N+](=O)[O-]	3	-1.0	0.0	-1
O=C(COc1ccc(Br)cc1)Oc1ccc([N+](=O)[O-])cc1	-2	1.8	-0.2	1
O=C(O)c1ccc(N=C/C=C/c2ccc([N+](=O)[O-])cc2)cc1	1	-1.1	0.0	9
OC(CNc1ccccn1)COc1ccc(OCC(O)CNc2ccccn2)cc1 (stereo not drawn)	9	-0.8	0.0	9
N#CC1=C2SCC(O)(c3ccco3)N2C(=O)CC1c1ccc(Cl)cc1 (stereo not drawn)	-17	-2.1	0.3	20
CCN(CC)S(=O)(=O)c1ccc2[nH]c3nc(SCC(=O)NC4CCCC4)nnc3c2c1	4	-0.1	-0.1	-10
CC(=O)C1CC(CC(=O)n2nc(N)c3c(C(F)(F)F)cc(C)nc32)C1(C)C (stereo not drawn)	-7	-0.4	-0.2	-1
CCCCN(CCCC)S(=O)(=O)c1ccc2c3c(cccc13)C(=O)N2C	-9	0.0	0.9	16
COc1ccc(-n2nc(Nc3cccc4cccnc34)c(C(C)=O)n2)cc1	-5	-0.5	-0.1	-4
CCOc1cc(C=O)cc(I)c1OCC	10	-0.9	0.6	14
C1=C(CCNc2nc3ccccc3n3nnnc23)CCCC1	-5	2.9	0.0	-1
CCCCn1c(C)cn2c3c(=O)n(Cc4cccc(C)c4)c(=O)n(C)c3nc12	0	1.0	0.0	-10
CCOc1ccc(C(=O)CSCC(=O)O)cc1	3	2.9	0.0	6
Nc1nonc1-n1nnc(C(=O)N/N=C/c2ccccc2O)c1CN1CCCC1	2	1.6	-0.1	45
COc1cc(S(=O)(=O)N2CCc3ccccc3C2)ccc1Cl	-9	-2.4	0.1	5
COC(=O)c1ccc(NC(=S)Nc2cccc(C)n2)cc1	-10	1.8	-0.1	14
O=C(CC1C(=O)NCCN1Cc1ccccc1C(F)(F)F)NC1CCCCC1 (stereo not drawn)	3	-0.3	0.3	16
COc1ccc(-c2coc3cc(OCCN4CCN(CCO)CC4)ccc3c2=O)cc1	-1	-0.2	0.5	4
NC(=O)c1oc2ccccc2c1NC(=O)CCOc1ccccc1	14	0.1	0.4	7
CN(C)S(=O)(=O)c1cccc(NC(=S)N2CCCCC2)c1	5	1.4	0.6	3
CCOc1ccc(OCCOCCN2CCOCC2)cc1	3	-1.5	0.4	49
COc1ccc2oc(C(=O)OCC(=O)Nc3cc(C(N)=O)cc(C(N)=O)c3)c(C)c2c1	-10	0.1	0.1	-4
Oc1ccc(Nc2ncnc3ccc(I)cc23)cc1	16	8.2*	0.0	8
NC(N)=NNC(=O)c1cccnc1	-17	-1.2	0.3	15
COc1ccc(-c2nc(CSc3nncn4c3cc3occc34)c(C)o2)cc1	1	0.2	-0.2	-2
COc1cccc2c(N/N=C/c3ccc(O)c(O)c3)cc(C)nc12	-17	-1.6	0.2	12
O=C(CN1CCCC1)N1CCCc2c1c(=O)oc1ccc(O)cc21	-2	0.0	0.2	3
Cc1ccc(Cl)cc1N1CCN(C(=O)CN2CC(c3ccccc3)CC2=O)CC1 (stereo not drawn)	7	-1.0	0.0	7
CCOC(=O)c1c(NC(=O)c2cccc3ccccc23)sc(C)c1C	3	1.1	0.0	7
c1ccc(CN2CCC(Nc3nc(N4CCN(c5ccccn5)CC4)nc4c3ncn4-c3ccsc3)CC2)cc1	17	3.3	-0.3	2
COc1ccc2c(c1)C1NC(=S)N(c3ccc(F)cc3)C(C)(O2)C1C(=O)N(C)C (stereo not drawn)	13	1.0	0.6	16
COc1cc(/C=C/C(=O)OCC(=O)N2CC3(C)CC2CC(C)(C)C3)ccc1OCC#N (stereo not drawn)	5	1.6	0.4	18
COc1ccc(OC(=O)Cn2cnc3sc4c(c3c2=O)CCCC4)cc1	-6	-0.7	-0.1	18
O=C(NC1CCCCC1)N[C@H]1C[C@H]2C(=O)N[C@@H](COCc3ccccc3)C(=O)N2C1	0	1.0	-0.2	5
CC1(C)Cc2nc(-c3ccccc3)n(O)c2-c2[nH]c3ccccc3c21	-1	-1.1	-0.1	-2

Profiles, looked up by structure:
Results for COc1cccc2c(N/N=C/c3ccc(O)c(O)c3)cc(C)nc12 : TEAD-YAP block: -17; GPR151 ag: -1.6; FBW7 act: 0.2; MITF inh: 12
Results for O=C(CN1CCCC1)N1CCCc2c1c(=O)oc1ccc(O)cc21 : TEAD-YAP block: -2; GPR151 ag: 0.0; FBW7 act: 0.2; MITF inh: 3
Results for COC(=O)c1ccc(NC(=S)Nc2cccc(C)n2)cc1 : TEAD-YAP block: -10; GPR151 ag: 1.8; FBW7 act: -0.1; MITF inh: 14
